Compound activity (PubChem)
MITF TRPM1 HTS = activators of MITF-driven TRPM1 promoter activity in SK-MEL-5 cells; SK-MEL-5 TRPM1-promoter luciferase, 24 h; % of positive control, neutral wells = 0; activation, % at 12.5 µM; 300,000 compounds, 0.75% hits;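 active = mean activation of at least 80% with every replicate also reaching 80%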;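 also: 0% = neutral control wells and 100% = parthenolide positive control wells; values of inactives mirror those of a sister screen read the other way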
Mot1-301 SUMO = blocks SUMOylation pathway, rescuing yeast Mot1-301 growth | S. cerevisiae Mot1-301 growth rescue, ATP luminescence, 38.5C; percent above DMSO median, 100 means doubled | 320,000 compounds, 1% hits | AID 2716 | growth rescue, % at 18.8 µM;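 active = every valid replicate shows activation above 250% relative to neutral control wells; inactive = the rest, any valid replicate at or below 250%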;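 also: OY570 slx delta 5 strain wells were the positive control but not used for scaling; some compounds called inactive have numbers as strong as hits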
Pemphigus Ab inh = blocks pemphigus antibody binding to human desmoglein-3 | P32926 | DSG3-coupled beads, scFv-anti-DSG3-GFP binding, flow cytometry; active compounds read low | binding (percent of control), % at 10 µM | 310,000 compounds, 0.48% hits;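 active = binding more than 3 SD below its plate's average and above zero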;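 also: hits lower antibody fragment binding to DSG3; some compounds called inactive have numbers as strong as hits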
PKA-R2B act = PKA-R2B complex activation; P22694+P31323; AID 504700; 340,000 compounds, 0.079% hits; PKA-R2B holoenzyme dissociation, Cy5-IP20 fluorescence polarization; R2B truncated from residue 108, S112A mutant; 0% DMSO only, 100% 113 µM cGMP; activation, % at 11.4 µM;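 active = activation above a cutoff set at the mean over all compounds plus 3 SD, cut at about 18% in these data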;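 also: higher means more holoenzyme dissociation and a rise in polarization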
Target sequence (P31323 whole entry, looked up, other chains not shown, the tested form may be a part): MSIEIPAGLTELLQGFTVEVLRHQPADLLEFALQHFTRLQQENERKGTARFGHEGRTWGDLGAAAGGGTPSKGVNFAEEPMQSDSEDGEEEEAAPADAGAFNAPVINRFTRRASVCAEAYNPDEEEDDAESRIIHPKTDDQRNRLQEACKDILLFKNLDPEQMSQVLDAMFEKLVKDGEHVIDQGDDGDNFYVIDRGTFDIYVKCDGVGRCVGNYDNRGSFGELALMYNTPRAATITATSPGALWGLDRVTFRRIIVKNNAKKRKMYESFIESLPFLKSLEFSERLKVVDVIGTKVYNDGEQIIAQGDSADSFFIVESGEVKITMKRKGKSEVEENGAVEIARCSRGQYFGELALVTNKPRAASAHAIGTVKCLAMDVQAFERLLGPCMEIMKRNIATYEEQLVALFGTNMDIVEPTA
Arr AP2 block = blocks beta-arrestin peptide binding to AP2 adaptin. 340,000 compounds, 0.31% hits. AID 504490. inhibition, % at 10 µM. FITC-arrestin peptide / GST-AP2 beads, flow cytometry; AP2 beta2 appendage carries R879A mutation;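 active = inhibition above a set limit, near 3 SD of compounds lacking own fluorescence, cut at about 54% in these data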;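 also: plate controls were DMSO wells for no effect and 5 µM unlabelled arrestin peptide for full effect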
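Material – AP2 appendage R879A on GSH beads · Buffer or medium – PBS with 0.05% Tween 20 and 0.1% BSA · Probe or stimulus – fluorescein-tagged arrestin peptide at 50 nM final · Incubation – compound with beads 12 min RT, then probe 1 h RT · Detection – high-throughput flow cytometry of beads, ex 488, em 535 nm · Evaluation – percent response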
CDK5 inh = inhibitors of human CDK5/p35 kinase | Recombinant CDK5/p35, ADP-Glo luminescence, 60 min | 330,000 compounds, 0.01% hits | inhibition, % at 10 µM | AID 488839;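 active = highest replicate inhibition of at least 50% and at least 75% of replicates reaching 50%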;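 also: plate controls were DMSO neutral control for no effect and GW8510 at 10 µM for full effect; many of its hits are not listed in these tables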
dFosB activator = mouse delta FosB homodimer activation; 340,000 compounds, 0.99% hits; AID 493131; activation, % at 25 µM; purified delta FosB, TAMRA-CDK5 oligo fluorescence polarization; percent of positive-control signal above neutral wells;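 active = mean activation above about 17%, with every replicate also reaching it, limit read from the data, passing the limit was not always enough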;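 also: fluorescence polarization rise as delta FosB binds a TAMRA Cdk5 AP-1 oligo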
Target sequence (P13346 whole entry, looked up): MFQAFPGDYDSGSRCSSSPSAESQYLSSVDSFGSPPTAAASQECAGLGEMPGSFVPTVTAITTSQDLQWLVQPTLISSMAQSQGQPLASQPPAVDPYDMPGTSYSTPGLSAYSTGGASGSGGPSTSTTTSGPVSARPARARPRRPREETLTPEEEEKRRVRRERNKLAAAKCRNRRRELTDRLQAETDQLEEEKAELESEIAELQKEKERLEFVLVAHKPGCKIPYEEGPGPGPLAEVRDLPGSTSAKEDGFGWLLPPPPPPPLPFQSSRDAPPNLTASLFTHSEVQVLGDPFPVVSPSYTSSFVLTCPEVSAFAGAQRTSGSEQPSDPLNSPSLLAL
PKA-R1A activ = activators of PKA-R1A complex; AID 504707; activation, % at 11.4 µM; 340,000 compounds, 0.083% hits; P00514+P68181; PKA-R1A dissociation, Cy5-IP20 fluorescence polarization; scaled: DMSO 0%, 113 µM cGMP 100%;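 active = percent activation above the mean of all tested compounds plus 3 SD, cut at about 19% in these data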;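 also: higher means more PKAc released from R1A so a rise in polarization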
NSD2 HMT inh = NSD2 (human) methyltransferase inhibition; 310,000 compounds, 0.54% hits; NSD2 peptide methylation, AlphaScreen, 120 min; inhibition, % at 12.5 µM; AID 743445; O96028; in the data active = inhibition above about 50%
SR-BI HDL uptake = inhibitors of mouse SR-BI mediated HDL lipid uptake | ldlA[mSR-BI] CHO cells, DiI-HDL uptake fluorescence, 3 h | Q61009 | 320,000 compounds, 0.96% hits | inhibition, % at 12.5 µM;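 active = mean replicate inhibition of at least 70% and a set share of replicates each scoring 70 or more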;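 also: 0% = median of neutral control wells and 100% = median of positive control wells; values of inactives mirror those of a sister screen read the other way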
SR-BI uptake up = enhances SR-BI lipid uptake from DiI-HDL. CHO ldlA[mSR-BI] cells, DiI-HDL uptake fluorescence, 3 h; 100 = double the neutral-control signal. activation, % at 12.5 µM. 320,000 compounds, 0.096% hits;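 active = mean replicate activation of at least 60% and every replicate at or above 60%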;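 also: 0% = median plate neutral-control signal and 100% = twice that signal; values of inactives mirror those of a sister screen read the other way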
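System: LDL receptor-deficient CHO ldlA cells overexpressing murine SR-BI | Timing: 3 h uptake period with compound, 37 °C | Medium: HEPES-buffered (25 mM, pH 7.4) F12 plus 0.5% BSA | Dosing: Single-point compound dose | Signal: Bottom-read fluorescence, 550/595 nm | Read-out: Retained DiI signal reflecting DiI-HDL uptake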
* = called active by the depositor; . = no result given.

SMILES	MITF TRPM1 HTS	Mot1-301 SUMO	Pemphigus Ab inh	PKA-R2B act	Arr AP2 block	CDK5 inh	dFosB activator	PKA-R1A activ	NSD2 HMT inh	SR-BI HDL uptake	SR-BI uptake up
COc1ccc(C(CNC(=O)c2ccc(NS(=O)(=O)c3ccc(F)c(C)c3)cc2)N2CCCC2)cc1 (configuration not stated)	57	.	136	1	0	0.6	-15	-4	-4	-7	7
Cc1ccc(NC(=O)Cc2csc(-c3ccccc3)n2)cc1F	2	-19	102	6	-4	-1.0	-8	0	-3	-4	4
COc1ccc(N2CCN(C(=O)c3sc4ncn(CC(=O)N5CCCCC5C)c(=O)c4c3C)CC2)cc1 (configuration not stated)	10	300	.	-5	-2	0.8	-8	-9	0	10	-10
O=C(N/N=C1\C/C(=N\NC(=O)c2ccncc2)c2ccccc21)c1ccncc1	-5	.	100	-11	-35	1.4	-18	-16	108*	12	-12
COc1ccc(F)cc1C(=O)C1CCCN(C(=O)CSc2ccccn2)C1 (configuration not stated)	-10	1	93	-10	-25	-1.6	8	-2	-1	-23	23
CCN1CCN(C(=O)c2ccc3c(c2)c(C)c(C)n3Cc2ccccc2)CC1	17	16	.	-6	19	-1.2	-10	5	.	11	-11
Cc1c(F)cccc1NS(=O)(=O)c1ccc(N2CCCC2=O)cc1	-6	.	97	0	47	0.1	-9	-8	0	-7	7
O=C(C1CCN(Cc2ccccc2)CC1)N1CCN(C/C=C/c2ccccc2)CC1	19	0	110	-14	-1	-4.4	-7	-5	2	-21	21
Fc1ccc(NC(=S)NC23CN4CN(CN(C4)C2)C3)cc1	0	251	100	-6	-13	-0.7	-3	2	-3	-28	28
CCOC(=O)c1ccc(NCc2ccncc2)cc1	.	1	101	-5	7	-0.3	5	-2	-1	-1	1
COc1ccc(OCC(=O)Nc2ccc(C)c(S(=O)(=O)N(C)C)c2)cc1	-4	51	102	.	9	-0.7	-5	.	7	4	-4
C/C(N)=C(/C#N)C(=O)CSc1nnc(C)n1-c1ccccc1	-10	9	108	-3	21	1.0	3	7	3	-4	4
COc1ccc(NC(=S)N=Nc2c(O)[nH]c3ccccc23)cc1	-7	7	103	10	-2	0.2	-7	-14	.	.	.
COc1ccc(/C=C/C(=O)NCc2cn(C)nc2C)cc1COc1ccc(Br)cc1	-3	-9	101	7	-3	-0.9	15	-8	-1	53	-53
CCOc1ccc(NC(=O)CCN2CCN(c3ccccc3F)CC2)cc1	7	22	99	2	5	0.3	3	1	2	5	-5
CCCCn1c(N)c(N(CCOC)C(=O)c2ccc(C)c(S(=O)(=O)N3CCCCC3)c2)c(=O)[nH]c1=O	4	50	103	-3	-11	0.9	-14	0	-1	-9	9
O=C(O)CCSCCCN1C(=O)c2cccc3cccc(c23)C1=O	-2	70	100	7	0	-0.3	-5	-2	0	-9	9
Nc1c(C(=O)C2CC2)sc2nc(-c3ccccc3)cc(C(F)(F)F)c12	.	-16	256	-7	18	-0.8	-8	-5	-6	60	-60
COc1ccc(S(=O)(=O)N2CCCC(C(=O)NCc3cccnc3)C2)cc1OC (configuration not stated)	-7	6	109	8	24	-0.1	-3	2	0	-9	9
Cc1ccc(-c2c[n+](CC(=O)Nc3ccccc3)c3n2CCC3)cc1	.	-3	112	6	-5	-4.4	1	17	1	8	-8
CCCCn1c(N)c(Sc2ccccc2[N+](=O)[O-])c(=O)[nH]c1=O	0	1	106	3	8	0.7	-10	-7	0	-1	1
Cc1ccc(Cn2ccc(=O)c(OCc3ccccc3)c2C)cc1	29	-24	108	-10	11	1.8	-15	-4	-3	8	-8
Cc1cc(C)c(S(=O)(=O)c2ccccc2C(C)C)c(=O)[nH]1	.	6	101	6	18	-0.5	-11	2	-6	-7	7
COc1ccc(OC)c(Nc2nc(C)nc3c2oc2ccccc23)c1	-4	2	102	12	2	0.4	-4	7	-4	8	-8
CC(=O)c1cccc(NC(=O)CCNS(=O)(=O)c2cccc3nonc23)c1	-4	-13	99	-13	-13	-0.4	-5	4	-7	-6	6
SMILES	MITF TRPM1 HTS	Mot1-301 SUMO	Pemphigus Ab inh	PKA-R2B act	Arr AP2 block	CDK5 inh	dFosB activator	PKA-R1A activ	NSD2 HMT inh	SR-BI HDL uptake	SR-BI uptake up
CSc1ccc(/C=C(\NC(=O)c2ccc(C)cc2)C(=O)Nc2cccc(C)c2)cc1	-4	196	102	1	1	-0.4	-8	-2	-2	4	-4
O=C(NNC(=O)c1ccc2ccccc2c1)c1cccc(Cl)c1	34	.	105	0	-8	-3.9	-6	9	2	23	-23
O=C(C1CCC(Cn2c(=O)[nH]c3ccccc3c2=O)CC1)N1CCN(c2ccccc2)CC1 (configuration not stated)	.	0	101	1	-3	-1.4	-1	-6	.	7	-7
COc1ccc(-c2noc(C3CCCN(C(=O)c4ccccc4)C3)n2)cc1 (configuration not stated)	51	-25	103	1	-5	-0.8	-13	-3	1	2	-2
O=C(Nc1ccc2c(c1)OCO2)c1cc(-c2cccc(O)c2)on1	115*	-12	91	9	-7	-0.6	-8	9	1	8	-8
Cc1cccc(-c2nc(NCCCN3CCOCC3)c3ccccc3n2)c1	-2	17	103	-13	34	0.7	-19	-2	-8	.	.
Cc1ccc(N(Cc2ccc(C(=O)NCC3CCCO3)cc2)S(C)(=O)=O)cc1C (configuration not stated)	-11	-20	103	-2	4	-1.3	-2	-2	7	-8	8
COc1ccc2c(c1)O/C(=C\c1ccccc1C)C2=O	62	7	99	-4	-10	1.1	-10	2	-1	15	-15
Cc1cccc(NC(=O)CSc2nnc(Cn3cnc4ccccc43)o2)c1	2	5	104	3	19	0.0	-2	3	-1	6	-6
COCCn1cc(C(=O)NCc2cccs2)c2c3ccccc3n(C)c2c1=O	-6	-14	105	-7	8	0.6	9	-7	.	10	-10
COc1ccccc1NC(=O)CN1C(=O)NC2(CCCCCCC2)C1=O	3	7	105	-5	2	0.9	-7	-5	-3	-7	7
Cc1nn(-c2ccccc2)nc1CNC(=O)C1CC1	11	2	.	5	9	-0.1	-10	-5	0	-17	17
CCn1c(CNC(=O)c2cccs2)nnc1SCC(=O)Nc1ccc(Cl)cc1	4	.	105	-1	25	0.0	-12	4	-3	13	-13
CCCN1C(=O)c2cc(C(=O)Nc3ccccc3C)ccc2C1Nc1ccccc1C (configuration not stated)	-3	12	88	4	11	-2.0	-3	12	-3	-1	1
COc1cccc(N(CC(=O)Nc2cccc(F)c2)S(C)(=O)=O)c1	9	.	107	4	-4	-0.5	-2	2	-2	7	-7
CCOc1cccc(-c2c(C(=O)N/N=C(\C)c3ccncc3)nnn2-c2nonc2N)c1	-2	23	107	3	26	3.1	-7	-7	12	-10	10
O=C(Nc1ccncc1)C1(c2ccccc2)CCCC1	1	6	103	-3	-14	-0.2	2	-10	-5	-5	5
Cc1cccc(NC(=O)COc2coc(CN3CCN(c4ccccc4)CC3)cc2=O)c1C	-11	.	103	2	28	0.9	-5	1	2	-16	16
CCOC(=O)N1CCN(C(=O)C2CC(=O)N(c3ccc(OC)cc3)C2c2ccc(OC)cc2)CC1 (configuration not stated)	.	-9	.	-11	-3	-2.9	-3	7	-3	7	-7
O=C(COC(=O)Cn1cnc2ccccc21)NCCCc1ccccc1	-9	12	98	4	-16	-0.6	2	1	5	-11	11
CCCCN(CC)CCNC(=O)c1ccc2c(Cl)c3c(nc2c1)CCC3	.	5	102	-8	54	1.0	-13	-6	75*	32	-32

Exported with each value named: part of the list above
SMILES: Cc1cccc(NC(=O)CSc2nnc(Cn3cnc4ccccc43)o2)c1
  MITF TRPM1 HTS = 2 | Mot1-301 SUMO = 5 | Pemphigus Ab inh = 104 | PKA-R2B act = 3 | Arr AP2 block = 19 | CDK5 inh = 0.0 | dFosB activator = -2 | PKA-R1A activ = 3 | NSD2 HMT inh = -1 | SR-BI HDL uptake = 6 | SR-BI uptake up = -6

SMILES: COCCn1cc(C(=O)NCc2cccs2)c2c3ccccc3n(C)c2c1=O
  MITF TRPM1 HTS = -6 | Mot1-301 SUMO = -14 | Pemphigus Ab inh = 105 | PKA-R2B act = -7 | Arr AP2 block = 8 | CDK5 inh = 0.6 | dFosB activator = 9 | PKA-R1A activ = -7 | NSD2 HMT inh = . | SR-BI HDL uptake = 10 | SR-BI uptake up = -10

Taken from the listing (11 entries):
SMILES	MITF TRPM1 HTS	Mot1-301 SUMO	Pemphigus Ab inh	PKA-R2B act	Arr AP2 block	CDK5 inh	dFosB activator	PKA-R1A activ	NSD2 HMT inh	SR-BI HDL uptake	SR-BI uptake up
O=C(NNC(=O)c1ccc2ccccc2c1)c1cccc(Cl)c1	34	.	105	0	-8	-3.9	-6	9	2	23	-23
O=C(C1CCC(Cn2c(=O)[nH]c3ccccc3c2=O)CC1)N1CCN(c2ccccc2)CC1 (configuration not stated)	.	0	101	1	-3	-1.4	-1	-6	.	7	-7
COc1ccc(-c2noc(C3CCCN(C(=O)c4ccccc4)C3)n2)cc1 (configuration not stated)	51	-25	103	1	-5	-0.8	-13	-3	1	2	-2
O=C(Nc1ccc2c(c1)OCO2)c1cc(-c2cccc(O)c2)on1	115*	-12	91	9	-7	-0.6	-8	9	1	8	-8
Cc1cccc(-c2nc(NCCCN3CCOCC3)c3ccccc3n2)c1	-2	17	103	-13	34	0.7	-19	-2	-8	.	.
Cc1ccc(N(Cc2ccc(C(=O)NCC3CCCO3)cc2)S(C)(=O)=O)cc1C (configuration not stated)	-11	-20	103	-2	4	-1.3	-2	-2	7	-8	8
COc1ccc2c(c1)O/C(=C\c1ccccc1C)C2=O	62	7	99	-4	-10	1.1	-10	2	-1	15	-15
Cc1cccc(NC(=O)CSc2nnc(Cn3cnc4ccccc43)o2)c1	2	5	104	3	19	0.0	-2	3	-1	6	-6
COCCn1cc(C(=O)NCc2cccs2)c2c3ccccc3n(C)c2c1=O	-6	-14	105	-7	8	0.6	9	-7	.	10	-10
COc1ccccc1NC(=O)CN1C(=O)NC2(CCCCCCC2)C1=O	3	7	105	-5	2	0.9	-7	-5	-3	-7	7
Cc1nn(-c2ccccc2)nc1CNC(=O)C1CC1	11	2	.	5	9	-0.1	-10	-5	0	-17	17
